Eya2 phos inh – inhibitors of human Eya2 phosphatase activity; O00167; recombinant Eya2, OMFP fluorescence dephosphorylation (OMFP is methylfluorescein phosphate); Potency, µM (top dose mostly 76.9 µM), for the others: at the top dose activity, negative = inhibition, most hits filed as inhibitors; 330,000 compounds, 0.006% hits; AID 488837; further: potency means the concentration at half of the fitted maximal effect; on the % scale 0 is the no-effect control and ±100 the full control effect
Target sequence (O00167 whole entry, looked up): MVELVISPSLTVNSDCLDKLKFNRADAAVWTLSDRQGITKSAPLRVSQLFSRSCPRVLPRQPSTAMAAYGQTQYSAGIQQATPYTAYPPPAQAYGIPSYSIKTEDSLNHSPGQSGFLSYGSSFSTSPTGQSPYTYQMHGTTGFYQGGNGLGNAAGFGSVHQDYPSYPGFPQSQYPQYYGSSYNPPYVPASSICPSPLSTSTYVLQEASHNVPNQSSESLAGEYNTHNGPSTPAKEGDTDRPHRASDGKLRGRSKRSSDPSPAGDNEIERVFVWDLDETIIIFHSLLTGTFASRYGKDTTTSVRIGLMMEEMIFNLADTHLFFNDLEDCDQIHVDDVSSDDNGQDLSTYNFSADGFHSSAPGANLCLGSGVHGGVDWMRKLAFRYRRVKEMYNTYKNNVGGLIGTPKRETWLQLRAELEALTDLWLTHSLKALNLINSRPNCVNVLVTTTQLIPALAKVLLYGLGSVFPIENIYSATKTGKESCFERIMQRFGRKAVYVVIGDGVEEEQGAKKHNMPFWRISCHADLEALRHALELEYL
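Eya2 protein (added as 0.2 uM solution) was preincubated with compound for 10 min at ambient temperature in 50 mM HEPES pH 7.5, 50 mM NaCl, 5 uM MgCl2, 0.05% BSA, 1 mM DTT. OMFP (added at 50 uM) then reacted 10 min; fluorescence read at 485/525 nm.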
ELG1 DNA repair – inhibitors of ELG1-dependent DNA repair in HEK293T cells | Potency, µM (highest dose often 46.1 µM), for inactives: at the top dose activity change, negative = inhibition, hits mostly inhibitors | 330,000 compounds, 2.3% hits | HEK293T ELG1-luciferase reporter, luminescence, 16 h; DNA damage induced by 5-fluorouridine; further: potency means the concentration at half of the fitted maximal effect; on the % scale 0 is the no-effect control and ±100 the full control effect; nearly all actives have a fitted effect of over 55% in size
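In this reporter screen, reduction of luminescence relative to DMSO vehicle indicated activity. Compounds and 5-fluorouridine were added together to 2,000 cells per well, incubated for 16 hr at 37 °C, then developed with ONE-Glo.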
S-ASM inh – human S-ASM enzyme inhibition; 340,000 compounds, 0.006% hits; P17405; Potency, µM (highest dose often 57.5 µM), for inactives: at the highest dose activity change, negative = inhibition, most hits filed as inhibitors; placental ASM, HMU-PC fluorogenic substrate, 60 min; AID 504937; further: potency means the concentration at half of the fitted maximal effect
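qHTS format. ASM enzyme prepared from human placenta hydrolyses the fluorogenic substrate HMU-PC0 (9 uM final) over 60 min at 37 °C after a 10 min compound preincubation.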
a7 integrin act – activators of alpha7 integrin expression for muscular dystrophy. 350,000 compounds, 0.064% hits. alpha7betagal myoblasts, beta-gal FDG fluorescence, 48 h. Potency, µM (top dose mostly 38.3 µM), for the others: at the top dose activation, usual class: activators;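 further: potency means the concentration at half of the fitted maximal effect; 100% = response of the positive control SU9516; nearly all actives have a fitted effect of over 60% in size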
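alpha7betagal+/- myoblasts (passage 13, 250/well) treated 48 h at 37C with compounds at 1:260 dilution of DMSO stock. Lysed, then beta-galactosidase activity read as FDG fluorescence (ex 480/em 540) after 30 min, with pre-read for autofluorescence.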
BCR signal inh – inhibitors of chronic active B-cell receptor signaling; AID 493014; ABC-DLBCL IkBa-CBG/CBR reporter, luminescence ratio, 4 h; Potency, µM (series often up to 46.1 µM), for the others: top-dose ratio change, negative = lower green/red ratio, most hits filed as inhibitors; 340,000 compounds, 0.05% hits; active means well fitted inhibition curve with a large enough effect in the signal ratio, with a control signal flat, not every such curve was filed as active; inconclusive means small, poorly fitted or top-dose-only effect, or effect the other way, or a change in a side signal; the % refers to the signal ratio;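 further: potency means the concentration at half of the fitted maximal effect; plate controls were basal doxycycline-induced cells for no effect and cells given 10 µM MG132 for full effect; MG132 reads +100%, hits lower the ratio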
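TMD8 ABC-DLBCL cells carrying doxycycline-inducible green luciferase fused to IkappaBalpha plus unfused red luciferase were exposed to compounds (up to 46 uM) for 4 hrs at 37C. Activity came from the overlap-corrected green/red luminescence ratio.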
AT treatment – potential ataxia-telangiectasia treatments restoring KAP-1 phosphorylation; […] A-T fibroblasts, KAP-1 phosphorylation AlphaLISA; neocarzinostatin DNA damage 30 min before lysis; 320,000 compounds, 0.19% hits; Potency, µM (top dose mostly 57.5 µM), for inactives: top-dose activation, actives largely listed as activators; further: potency means the concentration at half of the fitted maximal effect; % of control where 0% means no effect; nearly all actives have a fitted effect of over 45% in size
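hTERT-immortalized A-T patient fibroblasts ([…]), 500 cells/well in OPTI-MEM, 1% FBS, got compounds for 60 min, then NCS for 30 min at 37C. Lysates were then assayed for phospho-KAP-1 by AlphaLISA (anti-pKAP1 donor, anti-KAP1 acceptor beads), 6 hr at 25C.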
Tb PFK block – inhibitors of T. brucei phosphofructokinase | T. brucei PFK, ADP-Glo luminescence | AID 485367 | O15648 | Potency, µM (titrated, usually from 57.5 µM), without a hit: top-dose activity, negative = inhibition, hits mostly inhibitors | 330,000 compounds, 0.17% hits;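 further: potency means the concentration at half of the fitted maximal effect; 0% = uninhibited 1x PFK enzyme wells and -100% = no-enzyme wells; nearly all actives have a fitted effect of over 60% in size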
Target sequence (O15648 whole entry, looked up): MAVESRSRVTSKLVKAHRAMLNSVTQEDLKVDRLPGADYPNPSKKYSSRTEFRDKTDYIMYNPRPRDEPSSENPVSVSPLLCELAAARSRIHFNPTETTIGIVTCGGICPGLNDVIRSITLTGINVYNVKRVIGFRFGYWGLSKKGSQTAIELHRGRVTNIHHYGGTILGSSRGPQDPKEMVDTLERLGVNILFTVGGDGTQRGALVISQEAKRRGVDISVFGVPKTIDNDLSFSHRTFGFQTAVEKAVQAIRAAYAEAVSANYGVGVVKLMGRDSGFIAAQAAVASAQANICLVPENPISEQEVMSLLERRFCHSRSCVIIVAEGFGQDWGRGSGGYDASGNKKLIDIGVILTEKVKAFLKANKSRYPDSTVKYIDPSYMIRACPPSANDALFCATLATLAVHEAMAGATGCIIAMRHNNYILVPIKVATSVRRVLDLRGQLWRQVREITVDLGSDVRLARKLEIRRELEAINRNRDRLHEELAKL
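Luminescent ADP detection (ADP-Glo, two-step: ATP depletion then ADP-to-ATP conversion for luciferase) reported PFK activity after 45 min room-temperature reaction of 1.25 nM enzyme with 0.5 mM F6P and 0.1 mM ATP at pH 8.0.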
TSHR antagonist – blocks TSH signaling through the human TSH receptor; P16473; TSHR-expressing cells, TSH-stimulated cAMP HTRF, 2 h; hits give low values; AID 504810; activity change, negative = inhibition, % at 11.5 µM; 330,000 compounds, 0.2% hits;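 active means activity change below a set negative limit, meaning inhibition stronger than a set level, cut at about -70% in these data; inconclusive means activity change between two set negative limits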; further: on the % scale 0 is the no-effect control and ±100 the full control effect
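Inhibition of cAMP made by TSHR-expressing cells under TSH stimulation (4nM final, EC80; 2 h, 37 deg C) is quantified with a one-step lysis HTRF kit, anti-cAMP cryptate versus cAMP-d2.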
Mito fusion yeast – inhibitors of mitochondrial division or activators of mitochondrial fusion | S. cerevisiae fusion-defective mutant growth rescue, CellTiterGlo 48 h | Potency, µM (series often up to 46.1 µM), without a hit: top-dose growth rescue (activation), usual class: activators | 320,000 compounds, 0.23% hits | AID 485298;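 further: potency means the concentration at half of the fitted maximal effect; % of control where 0% means no effect; nearly all actives have a fitted effect of over 45% in size; temperature-sensitive fusion mutants such as fzo1-1 at 37 °C on non-fermentable ethanol glycerol medium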
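Read-out: ATP-based luminescence (CellTiterGlo, 10 min ambient) reporting growth of fusion-defective ts yeast after 48 hours at 37C on glycerol/ethanol YPEG medium in the presence of compound.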
TSG101-PTAP inh – blocks PTAP/TSG101 interaction to inhibit HIV-1 budding | 340,000 tested, under 10 active | Fluorescence polarization, FITC-PTAP peptide / Tsg101 binding | AID 493005 | Q99816 | Potency, µM (series often up to 115 µM), for the others: at the top dose activity change, negative = inhibition, hits mostly inhibitors; active means well fitted inhibition curve with a large enough effect in the main read-out, with a control signal flat, not every such curve was filed as active; inconclusive means small, poorly fitted or top-dose-only effect, or effect the other way, or a change in a side signal; inactive means no such curve, though single readings can be large or run the other way; further: potency means the concentration at half of the fitted maximal effect; % of control where 0% means no effect
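Tsg101 binding domain (10 uM final) was mixed with compound and a FITC-labeled PTAP peptide (50 nM final) in HEPES pH 7.5 buffer with NaCl, Tween 20, EDTA and TCEP; fluorescence polarization was read after 20 min at r.t.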
TCR act – activates T cell receptor signaling; primary human leukocytes, anti-CD3, IL-2 HTRF, 48 h; Potency, µM (top dose mostly 9.22 µM), for the others: top-dose activation of IL-2 secretion, usual class: activators; 330,000 tested, under 10 active; further: % of control where 0% means no effect
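Primary human leukocytes incubated 48 hr with anti-CD3 beads plus compound, without co-stimulation. Secreted IL-2 measured by HTRF (europium cryptate/d2 anti-IL-2 pair, 320 nm excitation, 665 nm emission).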
Starred values were filed as active, the others as inactive; ? = inconclusive; . = no result given; [ ] = remark or other dose. Unless noted, the call rests on the fitted dose curve; in most records, active means well fitted curve in the direction sought with a large enough effect; inconclusive means small, poorly fitted or top-dose-only effect, or another doubt; inactive means no such curve, though single readings can be large; an effect the other way counts as inactive or inconclusive.

Start of the data: the first two entries (preview)
item	canonical_smiles	Eya2 phos inh	ELG1 DNA repair	S-ASM inh	a7 integrin act	BCR signal inh	AT treatment	Tb PFK block	TSHR antagonist	Mito fusion yeast	TSG101-PTAP inh	TCR act
1	COc1cc(OC)c(NC(=O)C2CCN(S(=O)(=O)c3ccc4c(c3)CC(C)N4C(C)=O)CC2)cc1Cl (stereo not drawn)	3%	-21%	-11%	-32%	2%	-9%	-3%	-10	14%	-8%	0%
2	COc1ccc(/C(C)=N/OCC(=O)N=Nc2c(O)[nH]c3ccc(Br)cc23)cc1	-1%	?	-1%	2%	2%	8%	1%	0	0%	8%	2%[46.1 µM]

The listing, from the start:
item	canonical_smiles	Eya2 phos inh	ELG1 DNA repair	S-ASM inh	a7 integrin act	BCR signal inh	AT treatment	Tb PFK block	TSHR antagonist	Mito fusion yeast	TSG101-PTAP inh	TCR act
1	COc1cc(OC)c(NC(=O)C2CCN(S(=O)(=O)c3ccc4c(c3)CC(C)N4C(C)=O)CC2)cc1Cl (stereo not drawn)	3%	-21%	-11%	-32%	2%	-9%	-3%	-10	14%	-8%	0%
2	COc1ccc(/C(C)=N/OCC(=O)N=Nc2c(O)[nH]c3ccc(Br)cc23)cc1	-1%	?	-1%	2%	2%	8%	1%	0	0%	8%	2%[46.1 µM]
3	Cc1ccc(S(=O)(=O)N2CCC(C(=O)N3Cc4ccccc4C3)CC2)cc1	5%	0%	0%	-21%	5%	.	-3%	-6	-2%	-1%	0%
4	c1ccc(C2Nc3cccc4cccc(c34)N2)cc1	-3%	-5%	-4%	-6%	2%	3%	1%	15	-3%	-10%	-2%
5	CC1=Nc2ncnn2C(c2ccccc2)/C1=N\O (stereo not drawn)	-2%	0%	2%	39%	3%	1%	-5%	3	-3%	-3%	-2%
6	COC(=O)COc1ccc2oc(=O)cc(-c3cc4cccc(OC)c4o3)c2c1	19%	-4%	0%	50%	-6%	14%	-1%	-8	-2%	2%	-5%
7	Cc1cc(C)c(S(=O)(=O)n2c([N+](=O)[O-])cnc2C)cc1C	-3%	?	2%	-7%	-15%	-2%	7%	28	-5%	1%	2%[46.1 µM]
8	CC1Cc2ccccc2N1C(=O)CSc1nnc(-c2ccc(S(=O)(=O)N3CCCC3)cc2)o1 (stereo not drawn)	-4%	?	-3%	-36%	3%	11%	-2%	20	0%	-3%	3%
9	O=C1C2C3C=CC(C3)C2C(=O)N1Nc1c(Cl)cc(Cl)cc1Cl (stereo not drawn)	5%	-5%	4%	-3%	?	0%	-3%	-4	-3%	1%	-2%
10	CC1=C(C(=O)OCc2ccccc2)C(c2ccc(C(C)(C)C)cc2)NC(=O)N1CCCCCC(=O)O (stereo not drawn)	-6%	26%	?	20%	-5%	-15%	-3%	-3	?	-2%	4%

Record cards (already shown).
c1ccc(C2Nc3cccc4cccc(c34)N2)cc1 is listed as Eya2 phos inh: -3%; ELG1 DNA repair: -5%; S-ASM inh: -4%; a7 integrin act: -6%; BCR signal inh: 2%; AT treatment: 3%; Tb PFK block: 1%; TSHR antagonist: 15; Mito fusion yeast: -3%; TSG101-PTAP inh: -10%; TCR act: -2%
CC1Cc2ccccc2N1C(=O)CSc1nnc(-c2ccc(S(=O)(=O)N3CCCC3)cc2)o1 (stereo not drawn) is listed as Eya2 phos inh: -4%; ELG1 DNA repair: ?; S-ASM inh: -3%; a7 integrin act: -36%; BCR signal inh: 3%; AT treatment: 11%; Tb PFK block: -2%; TSHR antagonist: 20; Mito fusion yeast: 0%; TSG101-PTAP inh: -3%; TCR act: 3%

New compounds follow
item	canonical_smiles	Eya2 phos inh	ELG1 DNA repair	S-ASM inh	a7 integrin act	BCR signal inh	AT treatment	Tb PFK block	TSHR antagonist	Mito fusion yeast	TSG101-PTAP inh	TCR act
11	CCCCN(C)CCN1C(=O)C2C(C(=O)Nc3ccc(C)cc3)C3C=CC2(O3)C1C(=O)NC1CCCCC1 (stereo not drawn)	-12%	21%	-4%	-5%	-8%	2%	-18%	28	1%	-2%	-10%
12	COC(=O)c1cccc(S(=O)(=O)N2CCC(NC(=O)Nc3cccc(F)c3)CC2)c1	-9%	-5%	-2%	?	-1%	14%	-6%	4	2%	-4%	0%
13	CCSc1nc2ccccc2n1CC(=O)N1CCCCC1	-2%	8%	-1%	11%	1%	2%	-4%	8	2%	1%	-16%
14	CCOC(=O)c1ccc(OCC(=O)c2ccc(O)cc2O)cc1	10%	?	-13%	-11%	-4%	9%	1%	-19	18%	0%	-2%
15	O=C(COC(=O)c1cccc(O)c1)c1ccccc1	-15%	?	.	7%	?	-5%	-3%	4	5%	-3%	1%
16	Cc1ccc(OCCn2cc(Br)c(=O)[nH]c2=O)cc1	-1%	-4%	-3%	-15%	?	.	0%	13	6%	-9%	-5%
17	CCOC(=O)c1ccccc1NS(=O)(=O)c1ccc(C)cc1	7%	?	-1%	-26%	?	.	3%	-9	7%	-12%	0%
18	CCOc1cc(N2CCOCC2)c(OCC)cc1NC(=O)c1ccc(C)cc1	-10%	?	-1%	-25%	3%	6%	6%	-14	0%	1%	1%
19	CC1=C(C(=O)OC(C)(C)C)C(c2cccs2)NC(=O)N1 (stereo not drawn)	1%	-1%	2%	-12%	1%	-6%	-1%	-2	4%	0%	8%[46.1 µM]
20	Cc1ccc(OC(C)C(=O)Nc2ccccc2C(=O)N2CCOCC2)cc1 (stereo not drawn)	-7%	19%	4%	5%	0%	7%	0%	15	3%	-4%	6%
21	COc1ccccc1C(=O)N1CCC(C(=O)c2ccc(F)cc2)CC1	-33%	-26%	1%	8%[7.66 µM]	-1%	1%	-2%	-7	0%	-6%	-5%
22	O=C(N/N=C/c1ccc([N+](=O)[O-])cc1)C(=O)N1CCCC1	6%	-7%	-5%	-14%	2%	-4%[11.5 µM]	3%	11	-5%	-5%	-3%
23	CN(CC(=O)Nc1ccc(F)cc1)C(=O)c1cn(-c2ccccc2)nc1-c1cccs1	-2%	?	-7%	9%	-4%	1%	1%	10	?	-8%	-2%
24	Cc1nc(SCC(=O)Nc2c(C)n(C)n(-c3ccccc3)c2=O)n[nH]1	2%	9%	3%	3%	5%	0%	2%	-3	-3%	-1%	3%[46.1 µM]
25	CCOC(=O)N1CCN(C(=O)CSc2nnc(-c3cc(OC)ccc3OC)o2)CC1	-2%	?	2%	0%	?	1%	4%	15	-5%	-11%	5%
26	Cc1cccc(NC(=O)c2sc(-c3ccccc3)nc2-c2ccc([N+](=O)[O-])cc2)c1	7%	0%	-10%	2%	0%	3%	3%	9	-25%	-2%	1%[46.1 µM]
27	COCc1cccc(C2=CC(=O)C[C@H](c3ccc(F)cc3)C2)c1	-6%	?	1%	0%	9%	9%	4%	-5	?	-3%	1%
28	CCc1ccccc1NC(=S)N1N=CCC1c1ccccc1 (stereo not drawn)	-5%	?	2%	5%	-4%	2%	2%	1	1%	-3%	-2%
29	CCc1nnc(NC(=O)c2nc(S(=O)(=O)Cc3ccccc3)ncc2Cl)s1	-3%	?	1%	-75%[inhibitor]	?	6%	0%	-27	-9%	-1%	0%
30	Cc1c(C=O)c2ccccc2n1CC(=O)N1CCc2ccccc2C1	3%	?	-2%	4%	5%	.	-17%	1	1%	-2%	3%[46.1 µM]
31	Cc1ccccc1N1CCN(c2ncnc3c2cnn3Cc2ccc(Cl)cc2)CC1	-16%	?	-4%	-18%	?	1%	-11%	-18	22%	-3%	-1%
32	Nc1ccc(-c2nc3nc(N)nc(N)c3nc2-c2ccc(N)cc2)cc1	-30%	-1%	-5%	21%	?	2%	?	-3	-3%	-10%	4%
33	O=C(COC(=O)CNC(=O)C1CCCCC1)Nc1ccc(Cl)cc1F	1%	5%	2%	10%	0%	-16%	1%	-6	1%	0%	5%
